# Screening results: PubChem, NCI
# yeast cln2 rad14: NCI yeast anticancer drug screen, S. cerevisiae cln2 rad14 strain | growth inhibition, % at 50 µM | hit rate 8.3% among 78,000 | AID 165, 2004;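 note: 0% = growth of vehicle-only cultures of the same strain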
#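 Relative to vehicle controls, growth inhibition of compound-treated cln2 rad14 yeast was recorded.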
# yeast rad50: NCI yeast anticancer drug screen, S. cerevisiae rad50 strain | growth inhibition, % at 50 µM | hit rate 10% among 79,000;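 note: 0% = growth of vehicle-only cultures of the same strain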
#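 Relative growth inhibition (compound vs vehicle) was measured in yeast with a defined repair-gene alteration.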
# mlh1 rad18: NCI yeast anticancer drug screen, S. cerevisiae mlh1 rad18 strain. % growth inhibition at 50 µM. hit rate 11% among 79,000;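 note: 0% = growth of vehicle-only cultures of the same strain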
#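 Test agents were incubated with a yeast strain of defined genotype (DNA damage repair defect). Inhibition of growth was derived by comparison with vehicle-exposed cultures.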
# yeast bub3: NCI yeast anticancer drug screen, S. cerevisiae bub3 mutant strain; % growth inhibition at 50 µM; hit rate 9.9% among 78,000; AID 167, 2004;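 note: 0% = growth of vehicle-only cultures of the same strain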
#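 In this screen, a yeast mutant lacking normal mitotic checkpoint function is challenged with compound. Relative growth versus vehicle gives the inhibition value.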
# sgs1 mgt1: NCI yeast anticancer drug screen, S. cerevisiae sgs1 mgt1 strain | growth inhibition, % at 50 µM | hit rate 10% among 78,000 | AID 161, 2004;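 note: 0% = growth of vehicle-only cultures of the same strain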
#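 Percent growth inhibition was derived by comparing compound-exposed mutant yeast with vehicle-exposed cultures. The strain carries alterations in DNA damage repair.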
# mec2-1: NCI yeast anticancer drug screen, S. cerevisiae mec2-1 strain; growth inhibition, % at 50 µM; hit rate 9% among 79,000;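 note: 0% = growth of vehicle-only cultures of the same strain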
#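 Compounds were applied to mec2-1 yeast cells. Their growth was then compared with that of vehicle-treated cultures to give growth inhibition.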
# The depositor's hits bear a star; nt = not tested or not shown; & = joins results of further samples; ! = a repeat was not active. Cut-off read from the data, not from the text of the source: active = growth inhibition above about 70%; inactive = the rest. Not all compounds are listed (hit frequency here may not be typical).
SMILES,yeast cln2 rad14,yeast rad50,mlh1 rad18,yeast bub3,sgs1 mgt1,mec2-1
Cc1ccc(NC(=O)Nc2cccc(NC(=O)COc3ccc(Cl)cc3C(=O)O)c2)cc1S(=O)(=O)F,-36,-16,24,14,3,-12
O=C([O-])C[OH+]c1ccc(Cl)cc1Cl.O=C([O-])C[OH+]c1ccc(Cl)cc1Cl.[Ni+2],3,10,42,4,19,22
Nc1noc(N)n1,-23,-43,-28,-18,-27,-22
CC(=O)Oc1ccc(/C=C/[N+](=O)[O-])cc1,82*,99*,98*,99*,93*,100*
CN(C)P1(=O)NCC(C(C)(C)C)CO1 (centres undefined),22,26,-17,0,-5,-21
Cc1ccccc1C(=O)[O][Pb]([CH3])([CH3])[CH3],-28,21,7,0,-6,-48
N#Cc1ccc([Se]c2ccccc2)cc1,57,74*,56,78*,72*,54
COc1cc2c[n+](C)c3c4cc5c(cc4ccc3c2cc1OC)OCO5,-6,-12,-34,-26,-28,-37
C=C(CC(=O)O)C(=O)O (tested in a mixture with another compound),100*!,99*!,99*!,99*!,99*!,100*!
Cc1ccc(NCc2ccccc2)cc1[As](=O)(O)O,-17,47,66,42,8,13
N[C@@H]1CCCC[C@@H]1N.O=P([O-])([O-])CN(CP(=O)([O-])[O-])CP(=O)([O-])[O-].[Pt+2],15,-5,-21,0,-10,-6
NC(Cc1ccccc1)c1ccccc1 (centres undefined) (tested in a mixture with another compound),10,1,3,3,-6,-17
OC(CC1CCCC(CC(O)c2ccccc2)N1)c1ccccc1 (centres undefined),21,24,20,15,9,-25
CC(=O)N(C)C=C1C(=O)N(C)C(=O)N(C)C1=O,6,14,2,13,-2,-2
c1ccc(C2C(c3ccccc3)N2c2ccccc2)cc1 (centres undefined),-15,1,-23,1,7,8
Nc1ccc(Cl)cc1N,16,26,37,13,25,7
CC12CCC(=O)C=C1CCC1C2CCC2(C)C(OC(=O)C34C=CC(=O)C3C3C=CC4CC3)CCC12 (centres undefined),23,31,19,-4,14,-1
CCCN(CCC)[N+](=O)[O-],-48,-10,-1,-2,-2,-8
O=[Se](=O)(O)O,-75,-45,-14,-13,-8,-20
O=[N+]([O-])CC(O)CCl (centres undefined),20,50,30,3,20,10
O=C1CC2CCC(C1)N2,4,-7,-25,15,6,-4
c1ccc(C(c2ccccc2)C2CCNCC2)cc1,16,29,3,33,3,7
O=C(CCl)Oc1ccc(Cl)cc1,-40,-9,-5,-23,-11,-6
c1ccc(CC2NC(Cc3ccccc3)N3C(Cc4ccccc4)N23)cc1 (centres undefined),-6,-3,3,9,1,2
CC(NCCO)C(O)c1ccccc1 (centres undefined),8,-24,-17,-21,-2,-43
C=[CH][Sn]([Cl])([Cl])[CH]=C.CN(C)P(=O)(N(C)C)N(C)C,28,28,54,53,44,32
CCN(CC)CC(=O)c1ccccc1,9,-24,-46,3,-21,-9
N#CC(=C=N)N=C(F)C(C#N)=C(C#N)C#N,90*,87*,95*,87*,73*,83*
[N-]=[N+]=C1C(=O)C2CC3CC1CC2C3 (centres undefined),9,-4,2,2,-9,13
Cc1ccc(C2=CC3CCC(C2)N3C)cc1 (centres undefined),-17,14,21,15,12,11
NC(CSC1c2ccccc2-c2ccccc21)C(=O)O (centres undefined),15,-22,-19,-21,-25,-28
COc1cccc(N2C(=O)C3C(C2=O)C2(Cl)C(Cl)=C(Cl)C3(Cl)C2(Cl)Cl)c1 (centres undefined),10,58,50,19,54,45
OC(c1ccc(Br)cc1)C(Cl)(Cl)Cl (centres undefined),81*,81*,76*,82*,84*,87*
COc1ccc2[nH]c3c(c2c1)CCNC3C (centres undefined),-52,2,-17,5,3,-13
CCOC(=O)OC1(c2ccccc2)CCN(C)CC1,34,-12,21,21,-5,6
CCOP(=O)(CSCCc1ccccc1)OCC,8,7,3,25,2,3
CCCCCCOC(=O)C(N)Cc1ccc(OC)c(N(CCCl)CCCl)c1 (centres undefined),6,6,-3,-2,-4,4
S=C(S)N1CCNCC1,-14&-33,2&-2,-1&-9,5&-20,-4&-8,7&-32
CSCCl,89*,88*,95*,98*,90*,95*
N#CC(C#N)=Cc1cccc(C=C(C#N)C#N)c1,8,-1,-25,1,13,-4
NC(=O)CNCc1ccc([As]=O)cc1 (centres undefined),10,73*,69,74*,71*,50
c1ccc2c(c1)SCCC2NC1=NCCO1 (centres undefined),9,-15,-36,9,-9,-14
CC1(C)N=C(N)N=C(N)N1c1cccc(N)c1.[Sn],-12,9,-50,6,2,-21
O=C1c2cc(Cl)ccc2-n2cnnc2C2CSCN12 (centres undefined),13,-15,-2,-11,-14,-20
C[N+](C)=c1nc(N2CCc3ccccc3C2)ss1,-19,27,48,12,26,37
[CH3][Sb]([CH3])([CH3])([O]C(=O)C(Cl)Cl)[O]C(=O)C(Cl)Cl,-23,10,3,-2,15,-7
NC(Cc1ccc(O)cc1)c1ccccc1 (centres undefined),-33,2,8,-24,-6,1
CC[As](=O)(O)c1ccc(OC)c(I)c1,-77,2,1,4,18,-15
CC(=O)Oc1cccc(C#N)c1,-25,-3,5,7,2,1
OC/C=C\c1ccc2c(c1)OCO2,-9,-19,-32,-59,17,14

# Reformatted with values under each structure: entries from further up.
# Each structure is followed by: yeast cln2 rad14, yeast rad50, mlh1 rad18, yeast bub3, sgs1 mgt1, mec2-1
> NC(CSC1c2ccccc2-c2ccccc21)C(=O)O (centres undefined)
  15, -22, -19, -21, -25, -28
> CCCN(CCC)[N+](=O)[O-]
  -48, -10, -1, -2, -2, -8

# Following part:
SMILES,yeast cln2 rad14,yeast rad50,mlh1 rad18,yeast bub3,sgs1 mgt1,mec2-1
OC(c1cccc2cc(Cl)ccc12)C1CCCCN1 (centres undefined),-30,7,15,14,23,-13
CSc1ccccc1NC1=NCCO1,-44,-44,-38,-23,-45,-21
[Pt].c1ccc(P(CCP(c2ccccc2)c2ccccc2)CCP(c2ccccc2)c2ccccc2)cc1,79*,79*,76*,76*,82*,85*
[Cl][Sn]1([c]2ccccc2)[O]CCNCC[O]1,92*,88*,92*,90*,91*,91*
C=Cc1c2ccccc2cc2ccccc12,77*,86*,75*,81*,83*,75*
C=CCOP(=O)(N1CC1C)N1CC1C (centres undefined),-39,30,30,27,-6,-15
N#CC(C#N)=Cc1ccccc1O,-6,-8,-10,-20,-2,-2
CCCCCCCCCCCCCCCCCCC[As](=O)(O)CCCCCCCCCCCCCCCCCCC,-2,46,30,13,23,19
COC(C(=O)C(O)C(C)O)C1Cc2cc3cc(OC4CC(OC(C)=O)C(OC5CC(O)C(OC)C(C)O5)C(C)O4)cc(O)c3c(O)c2C(=O)C1OC1CC(OC2CC(OC3CC(C)(O)C(OC(=O)C(C)C)C(C)O3)C(O)C(C)O2)C(O)C(C)O1 (centres undefined),58&52,18&2,17&1,36&-19,17&-25,29&-5
COC1=C(N2CC2)C(=O)C(OC)=C(N2CC2)C1=O,99*,98*,98*,97*,98*,98*

# Ordered by formula weight (highest first): some entries from above.
SMILES,yeast cln2 rad14,yeast rad50,mlh1 rad18,yeast bub3,sgs1 mgt1,mec2-1
[Pt].c1ccc(P(CCP(c2ccccc2)c2ccccc2)CCP(c2ccccc2)c2ccccc2)cc1,79*,79*,76*,76*,82*,85*
Cc1ccc(NC(=O)Nc2cccc(NC(=O)COc3ccc(Cl)cc3C(=O)O)c2)cc1S(=O)(=O)F,-36,-16,24,14,3,-12
O=C([O-])C[OH+]c1ccc(Cl)cc1Cl.O=C([O-])C[OH+]c1ccc(Cl)cc1Cl.[Ni+2],3,10,42,4,19,22
c1ccc(CC2NC(Cc3ccccc3)N3C(Cc4ccccc4)N23)cc1 (centres undefined),-6,-3,3,9,1,2
CC1(C)N=C(N)N=C(N)N1c1cccc(N)c1.[Sn],-12,9,-50,6,2,-21
NC(CSC1c2ccccc2-c2ccccc21)C(=O)O (centres undefined),15,-22,-19,-21,-25,-28
c1ccc(C(c2ccccc2)C2CCNCC2)cc1,16,29,3,33,3,7
C=CCOP(=O)(N1CC1C)N1CC1C (centres undefined),-39,30,30,27,-6,-15
C=Cc1c2ccccc2cc2ccccc12,77*,86*,75*,81*,83*,75*
CC(=O)Oc1cccc(C#N)c1,-25,-3,5,7,2,1
CCCN(CCC)[N+](=O)[O-],-48,-10,-1,-2,-2,-8
O=[Se](=O)(O)O,-75,-45,-14,-13,-8,-20
C=C(CC(=O)O)C(=O)O (tested in a mixture with another compound),100*!,99*!,99*!,99*!,99*!,100*!

# More results
SMILES,yeast cln2 rad14,yeast rad50,mlh1 rad18,yeast bub3,sgs1 mgt1,mec2-1
C=CCOCC1CN2CCOC2(C)O1 (centres undefined),-36,-3,2,4,-9,-18
CCC[CH2][Sn]1([CH2]CCC)[O]c2ccccc2[O]1,84*,89*,89*,89*,90*,91*
COP(=O)(OC)C1c2ccccc2-c2ccccc21,-114,4,9,24,19,1
C[C@]12Cc3cn[nH]c3C(=O)C1CC[C@@H]1C2CC[C@@]2(C)C1CC[C@]2(C)O (some centres undefined),-62,0,-5,-12,6,-13
O=C(CF)[O][Sb]([O]C(=O)CF)([c]1ccccc1)([c]1ccccc1)[c]1ccccc1,-19,10,34,16,24,20
CCOC(=O)/C(=C\c1ccccc1)[Se]c1ccccc1,32,68,68,41,61,-7
FC1(F)C(Cl)=[C]([Hg][C]2=C(Cl)C(F)(F)C(F)(F)C(F)(F)C2(F)F)C(F)(F)C(F)(F)C1(F)F,20,99*,51,75*,100*,51
CCOC(=O)C1C2(C(C)=O)C=Nc3c(C#N)cnn3C12C(=O)OCC (centres undefined),28,1,-8,4,5,-3
CC1NCCc2cc(O)c(O)cc21 (centres undefined),nt,4,40,nt,nt,6
O=P(O)(OP(=O)(O)c1ccccc1)c1ccccc1 (tested in a mixture with another compound),-17,22,31,4,-18,21
c1ccc2c3csccc-3nc2c1,-15,11,21,-10,-10,8
NS(=O)(=O)c1cccc([As](=O)(O)O)c1,-4,-11,-4,-14,-13,10
CC1=CP(=O)(OC(C)C)CC(C)=C1Cl (centres undefined),-10,34,21,-26,-11,-7
CC(=O)OC(c1ccccc1Cl)C(Cl)(Cl)Cl (centres undefined),-40,-17,-6,-14,-5,-9
CC1(C)CCC(C)(C)c2cc(Cl)c(O)cc21,97*,98*,97*,99*,52,99*
O=NN(CCCl)C(=O)NCCO,-1,-7,7,-16,-32,-2
CCCCNC(=O)C(Cl)Cl,2,20,14,-15,9,5
CC(CCOc1ccc2ccc(=O)oc2c1)C1=CC(=O)C(C)(C)O1 (centres undefined),0,-6,-44,-7,21,-8
COc1cc(CC(N)Cc2c[nH]c3ccccc23)cc(OC)c1OC (centres undefined),25,-5,-3,-25,-5,-6
Oc1ccccc1/C=N/Sc1ccccc1.Oc1ccccc1/C=N/Sc1ccccc1.[Ni+2],-7,3,36,13,31,-1
CCCC1CC=CCC12C(=O)NC(=O)NC2=O (centres undefined),-6,-5,13,0,13,1
O=[N+]([O-])c1ccc(CCl)cc1,-15,16,27,-24,11,30
ClC1=CC2CC1C1C2C2(Cl)C(Cl)=C(Cl)C1(Cl)C2(Cl)Cl (centres undefined),-6,4,15,-3,-19,6
COC1C(OC)C2CC(=O)CC1[N+]2(C)C (centres undefined),-26,12,10,1,-11,2
CCOC(=O)Nc1cccc(OC(=O)NC)c1,-20,2,9,-6,-3,8
O=C(O)C1CC2c3ccccc3C1c1ccccc12 (centres undefined),20,42,25,9,23,-12
CC1COC(C)(C)P(c2ccccc2)C1 (centres undefined),12,-13,-22,-11,-5,-13
CC(C)N([PH2+]N(C(C)C)C(C)C)C(C)C.[C-]#[O+].[C-]#[O+].[C-]#[O+].[C-]#[O+].[C-]#[O+].[Mo],17,9,-1,6,-2,16
NC(CCCCP(=O)(O)O)C(=O)O (centres undefined),-32,-24,-32,-38,-39,-33
N#CC(C#N)c1ccccc1,-4,29,1,9,4,3
CC(C)C1CN1CC(O)Cn1ccnc1[N+](=O)[O-] (centres undefined),0,-15,-19,7,-19,-18
O=C(O)CCCOc1cc(Cl)c(Cl)cc1Cl,76*,82*,79*,83*,77*,75*
Cc1ccc(N2CCNCC2C)cc1 (centres undefined),9,6,11,-9,-5,-13
N.O=S(=O)(O)O.[Al],-4,7,-2,-5,5,7
CC1(C)OCC(CO)(Nc2nc(N3CC3)nc(N3CC3)n2)CO1,-38,-13,-3,6,3,3
CCOC(=O)C[CH2][Sn]([Cl])([Cl])[Cl],12,17,21,4,21,22
CC1(C)OP23(NC(=O)OC2(C(F)(F)F)c2ccccc2O3)OC1(C)C (centres undefined),-4,-15,-27,-42,-41,-14
[C-]#[O+].[C-]#[O+].[Ir].[O-]c1cccc2cccnc12,13,-19,-5,-13,-5,-28
CC(C)(C)C(=O)CP(=O)(O)O (tested in a mixture with another compound),15,24,15,10,2,-4
N#C/C(N)=C(\C#N)N=Cc1ccc(N(CCCl)CCCl)cc1,-5,2,12,22,1,0
O=C(CCl)Nc1ccc(Cl)cc1,41,55,61,52,67,59
Brc1cccc(-c2ccccc2)c1,8,-13,-2,-3,-19,-11
CC1NC2CCCCC2NC1C (centres undefined),-49,-18,-16,-25,2,-27
COc1ccc2c(c1)C(C)(C)CC(NO)C2 (centres undefined),-4,5,-8,-4,7,5
